Runt-CBFb FRET – blocks binding of human RUNX1 Runt domain to CBFb. inhibition, % at 20 µM. Q01196+Q13951. Cerulean-Runt/Venus-CBFb FRET ratio 530/480, 1 h. 220,000 compounds, 0.46% hits;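 active means inhibition over about 50% at 20 µM in the single-dose screen, limit read from the data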;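 further: 0% = DMSO wells and 100% = excess unlabeled CBFb competitor control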
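System: Cerulean-labeled Runt domain protein | Quantity: 100 nM of each labeled protein | Schedule: 1 h compound exposure, room temperature | Detection: Fluorescence energy transfer, 422 nm excitation, 530/480 nm emission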
NPY-Y1 antag – NPY-Y1 (human) receptor antagonism | 200,000 compounds, 1% hits | inhibition, % at 3.6 µM | AID 1040 | HEK293-CNG Y1 cells, membrane potential fluorescence; NPY at EC95, then isoproterenol;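 active means inhibition above the campaign mean inhibition of all tested compounds plus 3 SD, cut at about 20% in these data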;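 further: 0% = DMSO wells given NPY plus isoproterenol and 100% = isoproterenol alone without NPY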
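Material: Y1- and CNG-channel-expressing HEK293 cells / Probe or stimulus: NPY 25 nM then isoproterenol 1 µM plus Ro 20-1724 25 µM / Doses: 3.6 µM single dose, DMSO 0.4% / Schedule: compound incubation 1 h at room temperature, readout 45 min post-stimulation / Signal: membrane potential fluorescence / Benchmarks: isoproterenol-only wells as full block versus NPY-plus-isoproterenol wells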
NPY1 pot ag – potentiates or activates human NPY-Y1 receptor; NPY-Y1 expressing cells, potentiator/agonist activation; 220,000 compounds, 0.37% hits; P25929; AID 1304; activation, % at 3.6 µM; in the data active means activation above about 33%, passing the limit was not always enough;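 further: cells stimulated with NPY at EC10 then isoproterenol at EC100; 0% = low agonist plus stimulus and 100% = saturating agonist plus stimulus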
S1P4 agonist – activates the human S1P4 receptor. activation, % at 4.98 µM. 220,000 compounds, 0.35% hits. S1P4-expressing cell line, agonist reporter assay. O95977; in the data active means activation above about 11%;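 further: 0% = DMSO vehicle and 100% = reference agonist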
Target sequence (O95977 whole entry, looked up): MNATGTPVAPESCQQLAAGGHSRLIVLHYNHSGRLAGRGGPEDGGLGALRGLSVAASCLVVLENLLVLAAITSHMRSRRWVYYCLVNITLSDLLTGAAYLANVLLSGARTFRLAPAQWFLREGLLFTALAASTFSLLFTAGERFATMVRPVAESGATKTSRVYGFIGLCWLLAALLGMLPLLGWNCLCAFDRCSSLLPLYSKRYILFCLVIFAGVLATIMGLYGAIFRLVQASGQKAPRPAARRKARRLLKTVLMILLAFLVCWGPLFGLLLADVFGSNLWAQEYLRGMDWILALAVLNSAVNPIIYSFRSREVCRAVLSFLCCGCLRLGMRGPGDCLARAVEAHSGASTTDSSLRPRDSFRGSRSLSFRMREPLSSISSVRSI
S1P4 antag – human S1P4 receptor antagonism; inhibition, % at 4.98 µM; 220,000 compounds, 0.26% hits; AID 1510; S1P4-expressing cells, antagonist mode, reporter read-out; in the data active means inhibition above about 29%;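 further: 0% = wells stimulated with agonist and 100% = vehicle wells without agonist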
RBBP9 inhibitor – human RBBP9 hydrolase inhibition. 220,000 compounds, 0.2% hits. recombinant RBBP9, FP-Rh probe fluorescence polarization. inhibition, % at 7.94 µM. O75884;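 active means inhibition above the campaign mean of all tested compounds plus 3 SD, cut at about 14% in these data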;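 further: plate controls were DMSO wells with RBBP9 for no effect and wells lacking RBBP9 protein for full effect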
Target sequence (O75884 whole entry, looked up): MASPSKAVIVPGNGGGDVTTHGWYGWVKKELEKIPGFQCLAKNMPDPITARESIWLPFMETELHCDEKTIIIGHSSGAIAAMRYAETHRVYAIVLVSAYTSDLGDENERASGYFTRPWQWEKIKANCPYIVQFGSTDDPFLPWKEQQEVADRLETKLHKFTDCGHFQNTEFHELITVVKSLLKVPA
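Measured by: FP readout at 525/598 nm; material: recombinant human RBBP9; also added: Serine-hydrolase probe FP-Rh, 375 nM pre-mixing; medium: Tris buffer pH 8.0, NaCl, Pluronic; replication: one well per compound; doses: one concentration, 7.94 µM nominal, 0.794% DMSO; timing: preincubation 30 min plus labeling 45 min at 25 °C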
BaF3 parental – parental Ba/F3 viability inhibition as JAK2V617F counter-screen; AID 1486; inhibition, % at 5.6 µM; 220,000 compounds, 1.1% hits; CellTiter-Glo ATP luminescence;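 active means inhibition above a per-campaign cutoff, the mean inhibition of all tested compounds plus 3 SD, cut at about 27% in these data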;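 further: 0% = DMSO wells and 100% = JAK Inhibitor I control wells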
NPY2 pot ag – human NPY-Y2 potentiation or agonism, primary screen | P49146 | cells expressing NPY-Y2, potentiator/agonist read-out | activation, % at 3.6 µM | 220,000 compounds, 0.45% hits | AID 1359; in the data active means activation above about 27%;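 further: cells stimulated with NPY near EC25 plus isoproterenol at EC100; 0% = vehicle plus submaximal agonist and 100% = vehicle plus saturating agonist; some results beyond the cut were filed as inactive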
Target sequence (P49146 whole entry, looked up): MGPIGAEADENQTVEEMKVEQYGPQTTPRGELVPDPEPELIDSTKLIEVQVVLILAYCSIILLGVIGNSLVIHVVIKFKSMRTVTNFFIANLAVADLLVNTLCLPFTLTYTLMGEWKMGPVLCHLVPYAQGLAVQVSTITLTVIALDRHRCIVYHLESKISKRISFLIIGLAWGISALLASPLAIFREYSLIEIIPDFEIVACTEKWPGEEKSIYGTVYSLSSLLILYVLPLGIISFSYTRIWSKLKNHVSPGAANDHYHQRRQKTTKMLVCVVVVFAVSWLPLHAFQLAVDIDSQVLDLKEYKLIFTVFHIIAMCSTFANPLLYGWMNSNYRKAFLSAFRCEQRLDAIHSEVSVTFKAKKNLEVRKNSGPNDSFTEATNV
Ba/F3 V617F tox – reduce viability of Ba/F3 cells dependent on JAK2V617F; inhibition, % at 5.6 µM; 220,000 compounds, 1.1% hits; Ba/F3 EpoR-JAK2V617F viability, ATP luminescence;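 active means inhibition above the campaign mean plus 3 SD over all tested compounds, cut at about 24% in these data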;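 further: cytokine-independent growth of Ba/F3 cells driven by EpoR plus mutant JAK2; 0% = DMSO-treated cells and 100% = JAK inhibitor I control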
An asterisk follows results filed as active; . = not tested or not shown.

SMILES	Runt-CBFb FRET	NPY-Y1 antag	NPY1 pot ag	S1P4 agonist	S1P4 antag	RBBP9 inhibitor	BaF3 parental	NPY2 pot ag	Ba/F3 V617F tox
O=C(NCCC1=CCCCC1)C(=O)NCc1ccncc1	2	-7	18	0.4	-5	2	0	15	-2
Cc1cc(NC(=O)COC(=O)c2cc3c(s2)CCC(C)C3)no1 (centres undefined)	1	4	-1	1.2	-2	-13	5	2	1
COc1ccc(C2Nc3ccccc3C(=O)N2Cc2ccccc2)cc1Cn1nnc2ccccc21 (centres undefined)	-1	28*	-10	1.0	-15	-8	8	6	-1
CCOC(=O)c1cc(CC)sc1NC(=O)C1CC(=O)NN1Cc1ccccc1 (centres undefined)	-7	-6	-17	0.8	-13	1	7	10	0
COc1ccc(CCNC(=O)c2ccccc2N(C)S(=O)(=O)c2ccccc2)cc1	-8	5	10	1.4	-23	-9	1	1	-1
CC(C)N(C(=O)CSc1nc2ccccc2n1Cc1ccccc1F)C(C)C	-4	13	-14	-0.2	19	4	1	3	-4
COc1ccc(-n2c(O)c(C=NCC(c3ccco3)N3CCCC3)c3ccccc3c2=O)cc1OC (centres undefined)	2	-2	12	1.8	-6	8	0	-3	-2
CCOC(=O)c1nc(C)sc1-c1ccnn1S(=O)(=O)c1ccc(Cl)cc1Cl	-3	.	-14	0.8	-8	-3	-3	-6	-3
COc1ccc(-c2cn3cccc(C)c3n2)cc1Br	-1	1	4	-1.6	-12	-5	4	3	-4
O=C1NC(c2ccccc2Br)=N/C1=C\c1ccco1	1	.	16	1.0	-3	1	1	-16	-2
CCN(CC)C(=O)c1ccccc1NC(=O)c1ccccc1C	.	0	-3	-1.5	-1	-3	6	6	1
Cc1ccc(C2=NN(CCC(=O)NCc3ccc4c(c3)OCO4)C(=O)CC2)cc1	-2	5	-19	-0.9	-6	-5	2	1	1
CN(C)CCCNC(=O)/C=C/c1ccc2c(c1)OCO2	0	4	9	-0.8	-9	-1	3	12	-2
CCOC(=O)c1[nH]c(C)c(C(=O)N2CCN(C(=O)c3ccco3)CC2)c1C	0	-1	-16	2.2	-13	4	6	-4	3
CCOC(=O)C1C(=O)CC(O)(c2ccccc2)CC1c1ccccc1 (centres undefined)	-4	3	16	-1.2	-31	2	5	-5	-2
c1ccc(Nc2nc3ccccc3[nH]2)nc1	5	7	-47	0.6	-2	-5	1	-12	-3
CCc1ccc(NC(=O)CSc2nnc(-c3cccs3)n2CC)cc1	4	5	-17	1.9	-10	3	1	7	-1
Cc1ccc(CN(C(=O)Cn2nnc3ccccc32)C(C(=O)NCc2ccco2)c2cccs2)cc1 (centres undefined)	3	-2	1	0.9	-26	-3	1	8	0
COc1cc(-c2nc(S(=O)(=O)c3ccc(Cl)cc3)c(N(C)C)o2)cc(OC)c1OC	-1	3	-28	1.7	-5	-5	6	3	-2
Cc1cc(C(=O)Nc2ccc3[nH]ccc3c2)no1	1	.	9	-1.1	-5	-5	-4	-11	-3
C/C=C(\C)c1nnc(NC(=O)OCC)s1	0	-5	6	0.7	-3	6	-1	10	3
Cc1cccc(NC(=O)CSc2nnc(-c3ccccc3)n2N)c1	-1	1	22	0.0	-18	-10	3	14	0
COc1ccc(COn2c(=O)c(C)[n+]([O-])c3ccccc32)cc1OC	1	2	7	1.9	-26	-6	3	0	2
COc1ccc2nc(C)cc(Nc3ccccc3O)c2c1	1	15	-23	-0.1	-10	4	5	-4	0
CCCOc1ccc(C(CC(=O)O)NC(=O)c2ccc3c(c2)OCO3)cc1 (centres undefined)	6	11	-26	-0.3	-3	-1	1	7	-3

Among those listed so far, 2 have a Cl atom:
SMILES	Runt-CBFb FRET	NPY-Y1 antag	NPY1 pot ag	S1P4 agonist	S1P4 antag	RBBP9 inhibitor	BaF3 parental	NPY2 pot ag	Ba/F3 V617F tox
CCOC(=O)c1nc(C)sc1-c1ccnn1S(=O)(=O)c1ccc(Cl)cc1Cl	-3	.	-14	0.8	-8	-3	-3	-6	-3
COc1cc(-c2nc(S(=O)(=O)c3ccc(Cl)cc3)c(N(C)C)o2)cc(OC)c1OC	-1	3	-28	1.7	-5	-5	6	3	-2

Records above shown as hits in NPY-Y1 antag:
compound | Runt-CBFb FRET | NPY-Y1 antag | NPY1 pot ag | S1P4 agonist | S1P4 antag | RBBP9 inhibitor | NPY2 pot ag
COc1ccc(C2Nc3ccccc3C(=O)N2Cc2ccccc2)cc1Cn1nnc2ccccc21 (centres undefined) | -1 | 28* | -10 | 1.0 | -15 | -8 | 6

An excerpt from above, reduced to NPY1 pot ag, Runt-CBFb FRET and NPY2 pot ag:
| Molecule | NPY1 pot ag | Runt-CBFb FRET | NPY2 pot ag |
| --- | --- | --- | --- |
| CN(C)CCCNC(=O)/C=C/c1ccc2c(c1)OCO2 | 9 | 0 | 12 |
| CCOC(=O)c1[nH]c(C)c(C(=O)N2CCN(C(=O)c3ccco3)CC2)c1C | -16 | 0 | -4 |
| CCOC(=O)C1C(=O)CC(O)(c2ccccc2)CC1c1ccccc1 (centres undefined) | 16 | -4 | -5 |
| c1ccc(Nc2nc3ccccc3[nH]2)nc1 | -47 | 5 | -12 |

Taken from above:
`CCCOc1ccc(C(CC(=O)O)NC(=O)c2ccc3c(c2)OCO3)cc1` (centres undefined) – S1P4 agonist = -0.3
`Cc1cccc(NC(=O)CSc2nnc(-c3ccccc3)n2N)c1` – NPY1 pot ag = 22

Other results
SMILES	Runt-CBFb FRET	NPY-Y1 antag	NPY1 pot ag	S1P4 agonist	S1P4 antag	RBBP9 inhibitor	BaF3 parental	NPY2 pot ag	Ba/F3 V617F tox
CC(C)CC1NC(=O)N(CC(=O)NC2CCCc3ccccc32)C1=O (centres undefined)	-1	0	6	1.1	-12	-6	6	11	1
CC(=O)c1c(C)[nH]c(C(=O)COc2cc(C)ccc2C(C)C)c1C	1	-4	-70	-2.4	-7	-2	40*	4	45*
COc1ccccc1NC(=O)CSCc1nc2ccccc2[nH]1	2	1	-55	-0.3	0	-9	4	1	1
Cc1ccc(NC(=O)c2cc3c(=O)oc4ccccc4c3s2)nc1	2	0	3	-1.5	-7	-2	2	14	-3
CCOc1ccc(/C=C/C(=O)NCCc2ccc(OC)c(OC)c2)cc1	-1	1	-26	1.2	-15	-8	0	4	1
O=[N+]([O-])c1ccc(O)c2cccnc12	-6	3	-2	0.8	-10	-4	7	13	3
CC(=O)/C(=N/Nc1ccc(C)cc1)Sc1nnc(CCc2ccccc2)n1-c1ccccc1	-2	1	3	0.9	-16	-3	6	13	0
Cc1ccc(C)c2sc(N)nc12	0	2	13	2.2	-12	1	10	-11	3
C[C@]12CC(O)C3C(CCC4=CC(=O)CC[C@@]43C)C1CCC2c1csc(-c2ccccc2)n1 (some centres undefined)	4	.	-11	-4.0	-1	7	0	-23	-1
CC1(C)CC(NC(=O)COc2ccc3ccccc3c2)CC(C)(C)N1	1	3	11	3.3	3	-2	6	-8	4
COCCn1c(COc2cccc(OC)c2)nnc1SCC(=O)N1CCOCC1	-1	5	0	2.1	-2	-2	2	11	-3
CCc1ccc(CN2CCC(CO)(CC3CCCCO3)CC2)o1 (centres undefined)	0	5	27	1.7	-3	-2	8	-3	-1
CCOC(=O)N1CCN(CCC(=O)c2ccc(OC)cc2)CC1	2	3	2	-0.1	-3	-4	12	-10	6
COc1ccc(/C=N/NC(=O)c2ccc(Cl)cc2Cl)cc1COC(C)=O	-1	9	-20	-1.4	-15	-12	2	1	4
Cn1c(=O)c2c(nc(N/N=C/c3cccs3)n2Cc2ccccc2)n(C)c1=O	-4	8	-12	4.7	-16	-5	4	1	1
CNC1(c2nnnn2-c2c(C)cccc2C)CCOC(C)(C)C1 (centres undefined)	-1	.	18	-0.5	-7	-1	2	11	-4
Cc1ccc(/C(N)=N/OC(=O)/C=C/c2ccccc2)cc1	-1	12	-24	-3.5	11	-10	4	-19	4
O=C1C(=O)N2C(=C1C(=O)N1CCCCCC1)c1ccccc1CC21CCCC1	-1	.	4	0.9	7	-7	-7	-7	-2
Cc1cc(C(C)(C)C)oc1C(=O)NCCCNC(=O)c1oc(C(C)(C)C)cc1C	-13	1	-40	1.9	-9	-8	2	-11	2
O=C(Nc1cc(=O)[nH]c2ncnn12)c1ccco1	2	.	-16	-0.8	2	-11	3	-2	3
Cc1ccc(NC(=O)c2ccc(C(C)(C)C)cc2)cc1-n1cnnn1	-6	2	-3	2.1	-6	2	5	-4	-1
CCOc1ccc(C(=O)Nc2cccc(C(=O)O)c2C)cc1Cl	0	1	-5	-2.5	-7	-5	4	8	-1
COC(=O)c1cn(NC(=O)C2CCC(C)CC2)c(=O)c2ccccc12 (centres undefined)	0	8	-12	-0.3	-12	-3	3	-4	4
Cc1ccc(N(c2ncnc(N)c2[N+](=O)[O-])C2CCCCC2)cc1	-12	2	2	2.3	-11	-2	4	-6	0
COc1ccccc1N1CCN(CC(O)COc2ccc3c(c2)OCO3)CC1 (centres undefined)	0	0	-8	1.9	-8	-6	4	-8	0

(listing goes on)
SMILES	Runt-CBFb FRET	NPY-Y1 antag	NPY1 pot ag	S1P4 agonist	S1P4 antag	RBBP9 inhibitor	BaF3 parental	NPY2 pot ag	Ba/F3 V617F tox
Cc1ccc(S(=O)(=O)N(C)c2ccc(C)c([N+](=O)[O-])c2)cc1	1	6	-11	-1.7	5	0	10	-10	7
Cc1cc2oc(C(=O)Nc3ccc(S(=O)(=O)Nc4nccs4)cc3)cc(=O)c2cc1Cl	-14	-1	8	0.9	-16	2	1	4	-1
CCOC(=O)CSc1nnc(NC(=O)NC(C)C)s1	0	4	-9	-1.5	5	4	1	9	0
O=[N+]([O-])c1cccc(N=Cc2sc3ccccc3c2O)c1	47	4	-4	0.9	-1	-9	9	-11	-1
O=C(CSc1ccc(Cl)cc1)NC1CCCc2ccccc21 (centres undefined)	-5	5	-6	0.5	-6	-24	8	0	3
O=S(=O)(c1cccc(F)c1)N1CCC(CO)(Cc2cccc(F)c2)CC1	-1	-2	-7	0.5	0	-2	0	-9	0
CC(=O)NC(C(=O)NCC(N)=O)C(C)C (centres undefined)	-2	1	-6	-1.3	-20	-9	1	-3	2
